p53ts 39C tox: p53ts cell cytotoxicity, nonpermissive temperature; Potency, µM (titrated, usually from 46.1 µM), without a hit: at the highest dose activity change, negative = cell killing, actives largely listed as cytotoxic; 130,000 tested, 1.5% active; H1299-p53A138V viability at 39C, ATP luminescence, 24 h; also: nearly all actives have a fitted effect of over 55% in size
IkB signaling: suppresses IkB signaling in ABC-DLBCL reporter cells | ABC-DLBCL IkBa-CBG/CBR dual luciferase ratio, 4 h; response scale: scaled: untreated 0%, proteasome inhibitor 100% | Potency, µM (highest dose often 57.1 µM), without a hit: top-dose IkBa stabilization activation | 110,000 tested, 0.04% active | AID 445; active = well fitted curve in the direction sought with a large enough effect in the signal ratio, not every such curve was filed as active; inconclusive = small, poorly fitted or top-dose-only effect, or a change in a side signal; the % refers to the signal ratio;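 also: the direction sought is a rising ratio; 0% = basal untreated cells and 100% = reference inhibitor full response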
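Luminescence ratio of IκBα-fused green versus native red beetle luciferase in OCI-Ly3 cells, 4 h post-doxycycline with compound; red signal alone, scaled from basal (0%) to zero light (-100%), flagged nonspecific or cytotoxic effects.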
p53ts 32C tox: kills p53ts cells at the permissive temperature; H1299-p53A138V at 32C, ATP luminescence viability, 24 h; Potency, µM (series often up to 46.1 µM), inactives show top-dose activity change, negative = cytotoxicity, hits mostly cytotoxic; 130,000 tested, 0.93% active;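 also: 0% = DMSO and -100% = full killing by reference compound; nearly all actives have a fitted effect of over 55% in size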
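Viability by ATPlite luminescence after 24 h compound treatment (up to 46 uM) at the permissive 32C. Cells are H1299 carrying p53 A138V. Scale runs from DMSO basal to 100 uM tamoxifen as full kill; AC50 from Hill fits.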
Peg3 imprint: induces erasure of genomic imprints in mouse ES cells; mouse ES Peg3-LacZ reporter, beta-gal luminescence, 40 h; Potency, µM (doses to about 60.7 µM), inactives show at the highest dose activity change, positive = activation, actives largely listed as activators; 110,000 tested, 0.02% active; AID 1948;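 also: 0% = negative control wells on the plate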
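Imprint erasure is scored as LacZ activity from the silenced maternal Peg3 allele in feeder-free female ES cells cultured 40 h with LIF. Luminescence is normalized to in-plate negative controls and fitted to the Hill equation.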
Numbers without * were called inactive; ? = inconclusive; nt = no result given; [ ] = remark or other dose. Unless noted, calls follow the shape of the dose curve; as a rule, active = well fitted curve in the direction sought with a large enough effect; inconclusive = small, poorly fitted or top-dose-only effect, or another doubt; inactive = no such curve, though single readings can be large; an effect the other way counts as inactive or inconclusive. Unless noted, % is scaled to controls: 0 for no effect and ±100 for the full control effect; potency is read from the fitted curve at half-maximal effect.

SMILES	p53ts 39C tox	IkB signaling	p53ts 32C tox	Peg3 imprint
CC(C)OCCCNc1ncnc2sc3c(c12)CCCC3	-6%	?	-6%	-23%[10.9 µM]
CCNC(=O)[C@@H]1CCCN1C(=O)[C@H](CCCN=C(N)N)NC(=O)[C@H](CC(C)C)NC(=O)[C@@H](CC(C)C)NC(=O)[C@H](Cc1ccc(O)cc1)NC(=O)[C@H](CO)NC(=O)[C@H](Cc1c[nH]c2ccccc12)NC(=O)[C@H](Cc1cnc[nH]1)NC(=O)[C@@H]1CCC(=O)N1	0%	nt	3%	nt
CCC/C(O)=C1\C(=O)CCCC1=NC(C)C(=O)O (stereo not drawn)	-6%	0.0%	-14%	6%
CC(=O)N1CCC2(CCN(Cc3nccs3)CC2)CC1	12%	0.6%[11.4 µM]	-5%	nt
O=C(OCc1cc(=O)n2nc(C3CC3)sc2n1)c1ccccc1Cl	-24%	?	-14%	11%[10.9 µM]
O=c1[nH]c(NCCO)nc2c1C1(CCCCC1)Cc1ccccc1-2	0%	?	19%	-11%
Cc1cccc(N(C)C(=O)Cc2c(C(=O)O)[nH]c3ccccc23)c1	-17%	3.7%	-11%	-4%[10.9 µM]
COc1ccc(NC(=O)C2CCCCN2CC(=O)OCc2ccccc2)cc1OC (stereo not drawn)	1%	-0.4%	0%	-5%
COc1ccc(-c2noc(CCCC(=O)O)n2)cc1	-4%	?	-9%	-21%
Cc1ccn2c(c1)nc(=O)c1cc(S(=O)(=O)N3CCCCC3)c(Cl)cc12	23%	0.9%	-5%	-5%[10.9 µM]
Cc1ccc(Cn2ccnc2SCC(=O)NC2CCCC2)cc1	-21%	-2.5%	-6%	7%[10.9 µM]
Cc1ccc(CC(=O)Nc2c(C(=O)N3CCN(c4ccccc4F)CC3)oc3ccccc23)cc1	-13%	?	2%	-12%[10.9 µM]
CCN(CC)CCCn1c(=S)[nH]c2cc(Cl)ccc2c1=O	4%	0.6%	-5%	-5%
Cc1nc(S(=O)(=O)N2CCN(c3ccc(Cl)cc3)CC2)cn1C	-14%	0.2%	-10%	-12%[10.9 µM]
O=C1c2[nH]nc(-c3ccccc3O)c2C(c2ccccc2F)N1Cc1ccncc1 (stereo not drawn)	14%	2.6%	-2%	-22%[10.9 µM]
Cc1ccc2cc(CN(Cc3cccs3)Cc3nnnn3CC3CCCO3)c(=O)[nH]c2c1C (stereo not drawn)	-13%	?	13%	-15%
CC(CNc1nc2ccccc2c2nc(-c3ccccc3)nn12)c1ccccc1 (stereo not drawn)	-4%	2.3%	13%	3%[10.9 µM]
CCOC(=O)c1[nH]c2ccc(OC)cc2c1N=CN(C)C	-16%	-0.3%	-13%	-7%
CCc1ccc2occ(CC(=O)Nc3nnc(C)s3)c2c1	16%	0.2%	-1%	7%[10.9 µM]
Cc1cccc(OCCCCc2c(C)n[nH]c2C)c1	-4%	-0.8%	3%	-18%
COc1ccc(C(=O)N2c3ccccc3C(C)(c3ccc(Cl)cc3)CC2(C)C)cc1 (stereo not drawn)	17%	?	15%	-13%[10.9 µM]
CC(C(=O)NC1CCCC1)N(C(=O)c1snc(C(N)=O)c1N)c1ccc2c(c1)OCCO2 (stereo not drawn)	22%	3.7%	0%	-1%
CCOCc1cc(CN2CCN(c3cccc(C(F)(F)F)c3)CC2)c(O)c2ncccc12	?	?	-2%	-33%[inhibitor][10.9 µM]
CCOC(=O)c1cc(-c2ccccc2)n(CCC(=O)Nc2ccc(C)cc2Cl)c1C	-14%	-1.2%	6%	-8%[10.9 µM]
Cc1ccc(S(=O)(=O)Nc2nc3ccc(S(=O)(=O)N4CCCC4)cc3s2)cc1	13%	8.0%	9%	3%
COCCNC(=O)Cn1c(=O)n(Cc2ccc(C(=O)NCCc3ccc(OC)c(OC)c3)cc2)c(=O)c2ccccc21	-4%	-3.8%	-5%	-6%[10.9 µM]
CCn1c(=N)c(C(=O)NC2CCCCC2)cc2c(=O)n3cccc(C)c3nc21	24%	1.5%	-2%	-9%[10.9 µM]
CCC(=O)N1CCc2cc(S(=O)(=O)NC(Cc3ccccc3)C(=O)NCc3cccc(OC)c3)ccc21 (stereo not drawn)	29%	1.8%	11%	1%[10.9 µM]
COc1ccc(/C=N\NS(=O)(=O)c2ccc(Br)cc2)cc1COc1ccccc1[N+](=O)[O-]	35%	nt	-6%	nt
COc1ccc(OC)c(C2CC(=O)Nc3c2c(=O)n(C)c2ncnn32)c1 (stereo not drawn)	-5%	-2.7%	-9%	4%[10.9 µM]
CCCn1c(=O)c2[nH]c(-c3ccc(OCC(=O)Nc4ccc(C#N)cc4)cc3)nc2n(CCC)c1=O	12%	-4.3%	-8%	4%
Cc1csc2nc(-c3ccc(NS(=O)(=O)c4cc(F)ccc4F)cc3)cn12	-5%	?	7%	-6%[10.9 µM]
Cc1ccccc1NC(=O)N1CCc2cc(S(=O)(=O)N3CCC(C)CC3)ccc21	-13%	0.0%	4%	-8%[10.9 µM]
Cn1c(=O)n2n(c1=O)[C@H]1[C@H](O)[C@H]3O[C@H]3C(=O)[C@H]1CC2	8%[9.22 µM]	nt	3%[9.22 µM]	nt
O=c1c2c3c(sc2nc2n1CCCCC2)CCCCC3	-10%	nt	-9%	nt
Cc1c(NC(=O)c2cc([N+](=O)[O-])ccc2N2CCOCC2)cccc1-c1nc2ccccc2o1	?	?	-5%	-7%[10.9 µM]
COc1ccc(N2CN=C3SCC(=O)N3C2)cc1	-6%	nt	1%	nt
Cc1nc2ccn(Cc3cccnc3)c(=O)c2cc1C(=O)NCc1ccc(Cl)cc1	-20%	-1.1%	-14%	10%[10.9 µM]
O=C(CN1C(=O)CSc2ccccc21)N1CCc2ccccc21	13%	11%	7%	-14%
Cn1cccc1Cc1nnc(SCC(=O)Nc2ccc3c(c2)OCCO3)n1-c1ccc(F)cc1	12%	?	-9%	-20%

3 entries from above in another layout.
structure | p53ts 39C tox | IkB signaling | p53ts 32C tox | Peg3 imprint
CCCn1c(=O)c2[nH]c(-c3ccc(OCC(=O)Nc4ccc(C#N)cc4)cc3)nc2n(CCC)c1=O | 12% | -4.3% | -8% | 4%
O=C(CN1C(=O)CSc2ccccc21)N1CCc2ccccc21 | 13% | 11% | 7% | -14%
Cc1c(NC(=O)c2cc([N+](=O)[O-])ccc2N2CCOCC2)cccc1-c1nc2ccccc2o1 | ? | ? | -5% | -7%[10.9 µM]

The listing continues.
SMILES	p53ts 39C tox	IkB signaling	p53ts 32C tox	Peg3 imprint
Cc1cc(NC(=O)CCCSc2nc(-c3ccco3)cc(C(F)(F)F)n2)no1	-11%	2.2%	-25%	-8%
CC(=O)c1ccc(NC(=O)CC2Sc3ccccc3NC2=O)cc1 (stereo not drawn)	-25%	?	-5%	-8%[10.9 µM]
COc1cccc(C(=O)Nc2ccc3nc(SCC(=O)N(C)c4ccccc4)sc3c2)c1	-9%	?	-3%	-10%[10.9 µM]
COc1ccc(C2CC(c3cccc(OC)c3OC)n3nnnc3N2)cc1 (stereo not drawn)	4%	0.8%	4%	29%
O=C(CN1C2=NCCN2c2ccccc21)c1ccc(Br)cc1	-2%	?	-8%	nt
O=C(C1CCC(CNS(=O)(=O)c2cccs2)CC1)N1CCN(c2ccc(Cl)cc2)CC1 (stereo not drawn)	-3%	?	-10%	-26%[10.9 µM]
COC(=O)C1(S(=O)(=O)c2ccc(C)cc2)CCOCC1	8%	0.1%	-3%	5%
CCCC(CCC)C(=O)NC1CC(=O)N(c2ccc3c(c2)OCCO3)C1 (stereo not drawn)	-7%	-0.9%	-13%	12%[10.9 µM]
CC1CC(C)CN(C(=O)CSCC(=O)Nc2nc(-c3cccs3)cs2)C1 (stereo not drawn)	-11%	?	6%	-23%
COCCc1nn2c(=O)cc(COC(=O)c3ccco3)nc2s1	-19%	?	3%	7%[10.9 µM]
CN(C)C(=O)N1CCC(C(=O)NCc2ccccc2Cl)CC1	5%	0.2%	2%	-12%
CN(C)S(=O)(=O)NCc1ccc2c(c1)OCO2	16%	-4.2%	5%	-11%
Cc1csc(SCC(=O)NC(=O)NCc2ccccc2)n1	5%	-0.4%	4%	-12%
O=C(Nc1ccccc1C(F)(F)F)c1ncoc1-c1ccco1	3%	-2.6%	-4%	-10%[10.9 µM]
Cc1cc(-c2ccc(C)c(S(=O)(=O)N3CCC(C)CC3)c2)on1	3%	7.0%	10%	-11%[10.9 µM]
CCOC(=O)c1c(-c2ccccc2)oc2ccc(O)c(CN3CCOCC3)c12	-4%	?	5%	-13%
O=C(CSc1nnc(CNc2ccc(F)cc2)o1)N1CCCc2ccccc21	-1%	?	-4%	nt
O=[n+]1c2c(n([O-])c3c1CCC3)CCCC2	11%	1.1%	4%	-1%
O=C(CSc1oc(-c2ccccc2)nc1S(=O)(=O)c1ccc(Br)cc1)NC1CCCCC1	17%	0.2%	-2%	-3%[10.9 µM]
CCc1nnc(NC(=O)CC(=O)Nc2ccccc2C(=O)O)s1	1%	4.9%	5%	-94%[inhibitor]
Cc1cc(C(=O)NC(C)c2ccncc2)cs1 (stereo not drawn)	4%	2.6%	11%	-9%
CCOc1ccc(CNC(=O)c2oc3c(c2C)-c2nn(Cc4cccc(Cl)c4)cc2CC3)cc1	-9%	?	-8%	-5%[10.9 µM]
Cc1cc(C(=O)Nc2nnc(C(F)(F)F)s2)no1	-19%	?	-18%	-70%[inhibitor]
CC(=C/C(=O)O)/C=C/c1ccc(Cl)o1	9%	nt	4%	nt
Fc1ccccc1N1CCN(Cc2nnc(-c3ccc4c(c3)OCO4)o2)CC1	-5%	?	11%	-5%[10.9 µM]
COc1ccc(N(C)S(=O)(=O)c2cccc(C(=O)NC3=NCCS3)c2)cc1	0%	0.9%	1%	-8%
CC(=O)N1CCc2c(sc3c2c(=O)n(CCc2ccccc2)c(=O)n3Cc2cccc(C)c2)C1	?	?	18%	-14%[10.9 µM]
COc1cc(NC(=O)c2ccco2)c(OC)cc1NC(=O)CCC(=O)Nc1cccc(C)c1C	-10%	0.9%	3%	-11%
CCN(CC)C(=O)CN1CCN(c2ncccn2)CC1	2%	-0.8%	-5%	?
Cc1c(C(=O)Nc2ccc(N3CCOCC3)cc2)oc2ccccc12	?	?	?	-62%[inhibitor]
CCC(=O)N1CCc2cc(S(=O)(=O)NCCC(=O)N3CCc4ccccc4C3)ccc21	-2%	0.0%	-3%	-17%
COC(=O)c1cc2c(cc1NC(=O)c1cnn(-c3ccccc3)c1-n1cccc1)OCO2	2%	-1.0%	5%	-12%[10.9 µM]
Cc1cc(S(=O)(=O)Nc2cccc(-c3ccc(N4CCOCC4)nn3)c2)c(C)cc1Cl	-19%	?	10%	-7%[10.9 µM]
CCc1cccc(CC)c1NS(=O)(=O)c1ccc2c(c1)CCN2C(=O)C1CC1	15%	0.0%	2%	-12%[10.9 µM]
Cc1nc(SCC(=O)NCc2ccccc2)c2c(=O)n(C)c(=O)n(C)c2n1	9%	2.1%	-2%	-18%
N#Cc1cccc(NC(=O)c2ccc3c(c2)N(Cc2cccc(Cl)c2)C(=O)c2ccccc2S3(=O)=O)c1	-16%	?	3%	-11%[10.9 µM]
CCCn1c(SCC(=O)Nc2nnc(CC)s2)nc2c1c(=O)n(C)c(=O)n2C	2%	-0.1%	9%	-8%
NC(=O)CC12CC3CC(C1)CC(CC(N)=O)(C3)C2	-8%	0.4%	-7%	7%
C#CCOC(=O)[C@H](N)CC(N)=O	9%[9.22 µM]	0.1%[11.4 µM]	7%[9.22 µM]	7%[10.9 µM]
Cc1ccc2nc(NC(=O)COc3ccc(F)cc3)sc2c1	-6%	1.5%	0%	-7%[10.9 µM]

For reference, some entries already given:
SMILES	p53ts 39C tox	IkB signaling	p53ts 32C tox	Peg3 imprint
CC(=C/C(=O)O)/C=C/c1ccc(Cl)o1	9%	nt	4%	nt
Fc1ccccc1N1CCN(Cc2nnc(-c3ccc4c(c3)OCO4)o2)CC1	-5%	?	11%	-5%[10.9 µM]
COc1ccc(N(C)S(=O)(=O)c2cccc(C(=O)NC3=NCCS3)c2)cc1	0%	0.9%	1%	-8%

Whole records, looked up by structure. Order of screens: p53ts 39C tox, IkB signaling, p53ts 32C tox, Peg3 imprint
Cc1nc(SCC(=O)NCc2ccccc2)c2c(=O)n(C)c(=O)n(C)c2n1 reads 9%, 2.1%, -2%, -18%
CC(=C/C(=O)O)/C=C/c1ccc(Cl)o1 reads 9%, nt, 4%, nt

Bioassay records: PubChem, National Center for Advancing Translational Sciences (NCATS)
